# High-throughput results as filed in PubChem BioAssay.
# KCNQ1 pot = potentiators or activators of KCNQ1 channel, primary screen, cell-based, thallium flux, high-throughput; B-score at 10 µM; CHO-K1 KCNQ1, thallium flux FluxOR fluorescence; stronger effect = higher value; AID 2648, 2010; 0.35% of 310,000 active;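 active = fluorescence ratio B-score, a plate-corrected score, at least three library SD, with initial intensity B-score within 5 SD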
#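 assay system = CHO-K1 cells stably expressing KCNQ1 | medium = assay buffer, equal DMSO in all wells | timing = 37 °C overnight plating, 90-min dark dye load, 20-min compound pretreatment | measured by = kinetic FluxOR thallium fluorescence, 10-s 1-Hz baseline, 110-s post-stimulus read | measure = fluorescence change relative to baseline, converted to B score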
# hERG protect = hERG rescue from dofetilide block, primary screen, cell-based, CHO-hERG, FluxOR thallium flux, dofetilide IC70 | 0.51% of 310,000 active | dofetilide IC70 present | activation (rescue from dofetilide block), less the hit threshold, % at 10 µM;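 active = activation above the mean of controls blocked by dofetilide plus 5 SD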;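 note: thallium influx through hERG after potassium depolarization seen as dye fluorescence rise; in these data hits start at about 4.7%; inactives centre near -7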
# ANO1 block = TMEM16A chloride channel inhibitors, primary screen, cell-based, HTS | 1.2% of 310,000 active | AID 588511, 2011 | Anoctamin-1 (Mus musculus), Q8BHY3 | normalized B-score (activity score, 25-100; higher = stronger inhibition) at 10 µM | HEK293 TMEM16A/YFP iodide influx fluorescence, ionomycin;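 active = ratio plate-corrected score three or more library SD toward inhibition, starting fluorescence score within five deviations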;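 note: score derived from kinetic fluorescence span divided by baseline fluorescence per well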
# SKKanGAS inh = S. pyogenes SKKanGAS growth inhibitors in kanamycin, primary screen, streptokinase expression inhibitor project, SKKanGAS strain, BacTiter-Glo luminescence | 6 h | inhibition, % at 7.5 µM | 1.3% of 300,000 active;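 active = mean replicate score, as percent of positive control median, at least 50; inconclusive = mean below 50 but one replicate at or above 50; inactive = mean and every replicate below 50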;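 note: strain carries kanamycin resistance gene driven by streptokinase promoter and grows in 40 µg/ml kanamycin; loss of luminescence reflects streptokinase promoter inhibition or plain growth inhibition; 0% = median of DMSO wells and 100% = positive control at its reference dose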
# HDAC3 inhib = HDAC3 deacetylase inhibitors, primary screen, biochemical, fluorescence, cell-free homogeneous; inhibition, % at 8.3 µM; recombinant HDAC3, fluorogenic peptide/trypsin coupled; 0.15% of 320,000 active; in the data active = inhibition above about 26%, passing the limit was not always enough; inconclusive = no clear call, values can overlap the other calls
# KCNK3 inh = human KCNK3 channel inhibitors, primary screen, CHO cells, FluxOR thallium flux, B-score. 0.84% of 340,000 active. Potassium channel subfamily K member 3 (Homo sapiens), O14649. FluxOR fluorescence; stronger effect = lower value. B-score at 10 µM;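 active = B-score under library mean minus 4 SD, starting fluorescence ratio at most library mean plus 5 SD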;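 note: more negative B-score means stronger inhibition of thallium flux through KCNK3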
# Target sequence (O14649 whole entry, looked up): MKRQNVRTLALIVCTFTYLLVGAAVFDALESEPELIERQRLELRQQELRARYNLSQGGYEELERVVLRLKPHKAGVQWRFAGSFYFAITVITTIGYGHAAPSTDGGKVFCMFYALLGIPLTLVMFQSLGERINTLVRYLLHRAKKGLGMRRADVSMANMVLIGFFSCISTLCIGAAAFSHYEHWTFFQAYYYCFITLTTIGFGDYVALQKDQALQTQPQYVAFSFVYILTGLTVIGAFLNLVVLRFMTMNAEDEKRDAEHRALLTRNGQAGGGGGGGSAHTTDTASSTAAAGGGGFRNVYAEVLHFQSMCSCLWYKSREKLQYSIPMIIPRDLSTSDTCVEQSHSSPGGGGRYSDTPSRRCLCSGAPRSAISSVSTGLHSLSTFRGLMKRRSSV
# KCNK9 inh = KCNK9 potassium channel inhibitors, primary screen, HEK293 cells, thallium flux; Potassium channel subfamily K member 9 (Homo sapiens), Q9NPC2; FluxOR thallium flux fluorescence; stronger effect = lower value; B-score at 10 µM; 1.2% of 310,000 active;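 active = ratio B-score over 3 SD below the library mean, with starting fluorescence within 5 SD of its mean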;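 note: negative B-score means less thallium flux so channel inhibition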
# Target sequence (Q9NPC2 whole entry, looked up): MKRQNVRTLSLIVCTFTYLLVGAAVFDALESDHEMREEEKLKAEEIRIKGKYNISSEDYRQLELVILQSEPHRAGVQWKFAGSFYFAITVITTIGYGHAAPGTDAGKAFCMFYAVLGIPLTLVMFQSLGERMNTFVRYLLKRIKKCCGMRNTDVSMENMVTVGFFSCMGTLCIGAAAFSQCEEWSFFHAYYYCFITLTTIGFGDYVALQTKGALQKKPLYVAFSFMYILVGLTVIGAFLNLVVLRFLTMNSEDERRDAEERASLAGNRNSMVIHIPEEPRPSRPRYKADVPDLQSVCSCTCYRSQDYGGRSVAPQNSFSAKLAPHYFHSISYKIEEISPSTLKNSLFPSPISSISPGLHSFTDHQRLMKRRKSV
# RGS4 act = RGS4 potentiators or activators, primary screen, cell-based, HEK293 M3R inducible RGS4, calcium flux | 0.92% of 310,000 active | B-score at 10 µM | carbachol calcium flux Fluo4; stronger effect = lower value;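 active = B-score of the integrated calcium signal more than 4 SD below the library mean, with starting fluorescence not abnormally high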;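 note: negative B-score means reduced calcium response which marks RGS4 activation or potentiation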
#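 test system = HEK293 cells with stable M3R and inducible RGS4 | schedule = recording 10 s baseline at 1 Hz, 100 s post-agonist | technique = Fluo4-AM (2 µM) calcium-flux fluorescence, kinetic read | measure = Agonist-evoked peak-minus-minimum fluorescence over baseline, integrated ratio, B score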
# TMEM16A act = TMEM16A chloride channel activators or potentiators, primary screen, cell-based, HTS; Anoctamin-1 (Mus musculus), Q8BHY3; HEK293 TMEM16A/YFP-H148Q/I152L, iodide quench fluorescence; stronger effect = lower value; AID 623877, 2012; 0.3% of 340,000 active; B-score at 10 µM;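 active = fluorescence-ratio B-score plate-corrected deviation score at least 3 library SD below zero, with starting fluorescence score within 5 deviations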;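 note: channel opened by trigger with iodide after compound preincubation; score built on the fluorescence ratio of max minus min over baseline; more negative score means more quench and so TMEM16A activation or potentiation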
# RGS4 inh = RGS4 inhibitors, primary screen, cell-based, HEK293 M3R inducible RGS4, calcium flux. B-score at 10 µM. Fluo-4 calcium flux; stronger effect = higher value; triggered by carbachol at its EC20. AID 463165, 2010. 0.45% of 310,000 active. Regulator of G-protein signaling 4 (Homo sapiens), P49798;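 active = B-score, a plate-corrected calcium signal, over three deviations above library mean, with baseline fluorescence within five deviations of library mean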;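 note: RGS4 expression induced by doxycycline in cells with stable M3 receptor; B-score is computed from the integrated fluorescence ratio over baseline after carbachol; higher B-score means a larger calcium signal and so more RGS4 inhibition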
# Target sequence (P49798 whole entry, looked up): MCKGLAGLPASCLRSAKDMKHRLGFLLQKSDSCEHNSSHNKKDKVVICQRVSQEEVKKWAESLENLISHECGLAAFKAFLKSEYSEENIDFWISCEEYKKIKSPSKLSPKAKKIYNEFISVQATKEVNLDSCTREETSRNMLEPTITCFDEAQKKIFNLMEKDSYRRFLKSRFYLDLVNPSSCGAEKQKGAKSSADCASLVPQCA
# KCNQ1 inh = inhibitors of human KCNQ1 channel, primary screen, cell-based, thallium flux, high-throughput; Potassium voltage-gated channel subfamily KQT member 1 (Homo sapiens), P51787; CHO-K1 KCNQ1, FluxOR thallium flux fluorescence; stronger effect = higher value; B-score at 10 µM; 1.3% of 310,000 active; AID 2642, 2010;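 active = compounds whose thallium flux B-score, printed positive for inhibition, exceeds three library SD while starting fluorescence stays within three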;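 note: channel opened by potassium depolarization with thallium stimulus after 20 min compound exposure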
# * = called active by the depositor; i = inactive; ? = inconclusive; nt = not tested or not shown.
SMILES	KCNQ1 pot	hERG protect	ANO1 block	SKKanGAS inh	HDAC3 inhib	KCNK3 inh	KCNK9 inh	RGS4 act	TMEM16A act	RGS4 inh	KCNQ1 inh
CCc1ccc(NC(=O)CC2C(=O)N(c3ccc(OC)cc3)C(=O)N2CCOC)cc1 (stereo not given)	i	-2	i	-5	1	i	i	i	i	i	i
O=c1c2ccccc2oc2ccc(Oc3ccccc3)cc12	i	-11	i	-2	1	i	i	i	i	i	i
COc1ccc(C2=CC3=C(Br)C(=O)C(C)(OC(=O)c4ccco4)C(=O)C3=CO2)cc1 (stereo not given)	i	-14	i	10	8	i	i	i	i	i	i
CCN1CCN(CCNC(=O)c2ccc3c(c2)NC(=O)/C(=C\c2ccc(OC)c(OC)c2)S3)CC1	i	-9	i	-3	7	i	i	i	i	i	i
COc1cc(CN2CCN(c3cccc(C)c3C)CC2)cc(OC)c1O	i	-7	i	-1	-1	i	i	i	i	i	i
COc1ccc(OCCCN2CCCC(C)C2)cc1 (stereo not given)	i	-5	i	7	0	i	i	i	i	i	i
Cc1ccc(S(=O)(=O)N2CCCC2CNC(=O)c2ccccc2)cc1 (stereo not given)	i	-15	i	-6	-1	i	i	i	i	i	i
COc1cccc(CN2CCN(C(=O)CC(C)C)CC2)c1	i	-9	i	-5	0	i	i	i	i	i	i
CN(C1(C)CCS(=O)(=O)C1)S(=O)(=O)c1ccc(F)cc1 (stereo not given)	i	-14	i	-5	1	i	i	i	i	i	i
O=C(O)c1ccc(Br)c(S(=O)(=O)N2CCCC2)c1	i	-1	i	7	-4	i	i	i	i	i	i
CCOc1cc(C2C(C(=O)N3CCCCC3)=C(C)NC3=C2C(=O)CC(C)(C)C3)ccc1O (stereo not given)	i	-9	i	2	-3	i	i	i	i	i	i
CC(C)N(C(=O)CSc1nnc(-c2ccc3c(c2)OCO3)n1C)C(C)C	i	-13	i	4	1	i	i	i	i	i	i
CCOc1cc(/C=C2\SC(=Nc3ccc(F)cc3)N(c3ccc(F)cc3)C2=O)ccc1OCC(=O)O	i	-13	i	-3	8	nt	i	i	nt	i	i
CCOc1ccc(/C=N/Nc2ccc(Cl)nn2)c(O)c1	i	-5	i	8	-3	i	i	i	i	i	i
COc1ccc(C(=O)COc2ccc3ccc(=O)oc3c2)c(OC)c1	i	-9	i	-5	-17	i	i	i	i	i	i
O=C(NNC1CC(=O)N(c2ccc3c(c2)OCCO3)C1=O)c1ccccc1 (stereo not given)	i	-1	i	1	-11	i	i	i	i	i	i
CC(C)OP(=O)(c1ccc(N(C)C)cc1)C(Nc1ccccc1)c1ccccc1 (stereo not given)	i	-10	i	6	11	i	i	i	i	i	i
COc1cccc(C2N(c3ccc(Cl)c(Cl)c3)C(=O)C3CCCN32)c1OC (stereo not given)	i	-18	i	1	-1	i	i	i	i	i	i
Cc1cc(C)n(C(=O)c2ccc(C)c(Br)c2)n1	i	-7	i	5	8	i	i	i	i	i	i
CCS(=O)(=O)n1nc(-c2ccc(OC)cc2)nc1N	i	-7	i	-11	0	i	i	i	i	i	i
O=[N+]([O-])c1ccc(-c2cnc(NO)nc2)cc1	i	-4	i	24	5	i	i	i	i	i	i
O=C(Nc1ccc(F)cc1F)N1CCCN(c2ccc(C(F)(F)F)cn2)CC1	i	-6	25*	-5	-2	i	i	i	i	i	i
CCCOc1ccc(N2C(=O)CC(S/C(N)=N/N=C(\C)c3cccs3)C2=O)cc1 (stereo not given)	i	2	i	24	-7	i	i	i	i	i	i
Cc1ccc(S(=O)(=O)CCN2CCC(n3cccc3)CC2)cc1	i	-6	i	13	-2	i	i	i	i	i	i
COc1ccc(OC)c(CN2CCN(C(=O)CCC(=O)c3cccs3)CC2)c1	i	-20	i	-3	4	i	i	i	i	i	i
COC(=O)Nc1ccc(SCC(=O)c2cccc([N+](=O)[O-])c2)cc1	i	-8	i	3	4	i	i	i	i	i	i
CC(C)c1ccc(NC2CCCN(C(=O)c3cnc4ccccn4c3=O)C2)cc1 (stereo not given)	i	-2	i	3	1	i	i	i	i	i	i
Cc1ccc(NC(=S)NC2CCN(Cc3ccccc3)CC2)c(C)c1	i	-6	i	4	-7	i	i	i	i	i	i
Clc1ccc(Cn2ncc3c(NCc4ccccc4)ncnc32)cc1	i	-1	i	0	6	i	i	i	i	i	i
N#Cc1ccccc1NS(=O)(=O)c1cc2c3c(c1)CCN3C(=O)CC2	i	-9	i	3	0	i	i	i	i	i	i
Cc1[nH]n(-c2ccc([N+](=O)[O-])cc2)c(=O)c1C=NCCN1CCN(C(=O)c2ccc(F)cc2)CC1	i	-18	i	22	7	i	i	i	i	i	i
C=CCN(Cc1ccco1)S(=O)(=O)c1ccc(Cl)cc1	i	-2	i	-4	9	i	i	i	i	i	i
O=C(Nc1ccccc1F)c1ccn[nH]1	i	-9	i	-14	1	i	i	i	i	i	i
O=C(C1CC(c2ccccc2O)=NO1)N1CCCCC1 (stereo not given)	i	-4	i	0	-1	i	i	i	i	i	i
COc1ccc(C2CC(=O)N3CN(c4ccccc4F)CSC3=C2C#N)cc1OC (stereo not given)	i	-19	i	5	12	i	i	i	i	i	i
Cc1cc(C)n(-c2nc3ccccc3n3c(C)nnc23)n1	i	-6	i	-1	-1	i	i	i	i	i	i
COc1ccc(C(=O)C2CCCN(C(=O)c3ccnn3C)C2)cc1OC (stereo not given)	i	-6	i	-3	3	i	i	i	i	i	i
CC(=O)Nc1cccc(-c2nc3ccc(NC(C)=O)cc3[nH]2)c1	i	-4	i	14	-160	i	i	i	i	i	i
COc1ccc(N2C(=O)C(OC(C)=O)C2c2ccc(C)cc2)cc1 (stereo not given)	i	-11	i	-3	-4	i	i	i	i	i	i
CCN(CC)C(=O)COc1coc(CN2CCN(Cc3ccccc3)CC2)cc1=O	i	-3	i	-2	?	i	i	i	i	i	i
C=CCNC(=O)CSc1nc2sccc2c(=O)n1-c1ccccc1	i	-1	i	8	-5	i	i	i	i	i	i
O=C(CCNC(=O)C1CCN(S(=O)(=O)c2ccc(F)cc2)CC1)NCCc1ccc(Cl)cc1	i	-8	i	-1	0	i	i	i	i	i	i
CCOC(=O)c1nnn(-c2nonc2N)c1-c1ccc(OCC)cc1	i	-13	i	-2	-2	i	i	i	i	i	i
Cc1cc(Nc2cccc(Cl)c2)nc(N2CCOCC2)n1	i	-7	i	1	7	i	i	i	i	i	i
O=C(CSc1nccn1-c1ccc(F)cc1)NCc1ccc2c(c1)OCO2	i	-9	i	-3	3	i	i	i	i	i	i
Cc1ccc(/C=C/C(=O)Nc2ccc(O)c3c(=O)cc(-c4ccccc4Cl)oc23)cc1	i	-8	i	1	-7	i	i	i	i	i	i
COc1ccc(-c2noc(-c3ccoc3C)n2)cc1OC	i	-6	i	-13	-3	i	i	i	i	i	i
CCn1c(SCC(=O)N2CCCc3ccccc32)nc2ccccc2c1=O	i	-5	i	-2	2	i	i	i	i	i	i
CC(=O)Nc1ccc(S(=O)(=O)NCc2ccc(C(=O)NCc3ccc4c(c3)OCO4)cc2)cc1	i	3	i	-3	?	i	i	i	i	i	i
CCOc1ccc(-c2nnc(SCC(=O)N3CCCC3)o2)cc1	i	-7	i	-3	0	i	i	i	i	i	i
OCCC1CN(Cc2ccc3nsnc3c2)CCN1C1CCCC1 (stereo not given)	i	-3	i	-11	-1	i	i	-8.8*	i	i	i
CSCc1nc2sc(C(=O)Nc3nc(C)cs3)c(C)c2c(=O)[nH]1	i	-7	i	17	1	i	i	i	i	i	i
N/C(=N\O)c1cccc(CS(=O)(=O)c2ccccn2)c1	i	-9	i	0	-3	i	i	i	i	i	i
CCOC(=O)C1CCN(S(=O)(=O)CCNC(=O)c2cccc(OC)c2)CC1	i	-17	i	-4	13	i	i	i	i	i	i
CCc1ccc(N2CC(C(=O)Nc3ccc(F)cc3)CC2=O)cc1 (stereo not given)	i	-2	i	0	2	i	i	i	i	i	i
Cc1ccc(-c2nc3ccccc3s2)cc1NC(=O)c1cc(-n2cnnc2)ccc1Cl	i	0	i	5	-3	i	i	i	i	i	i
Cc1cc(Nc2ccccc2)n2nc(C)c(-c3ccccc3)c2n1	i	-8	i	18	4	i	i	i	i	i	i
O=C(/C=C/C=C/c1ccccc1)c1ccco1	i	-2	i	6	-3	i	i	i	i	i	i
O=C(NCCCN1CCOCC1)c1cc2cc(Br)ccc2oc1=O	i	-13	i	15	7	i	i	i	i	i	i
Cc1ccccc1CN(c1ccc(C(=O)N2CCCC2)cc1)S(C)(=O)=O	i	-5	i	-5	-4	i	i	i	i	i	i
Cc1ccc(SCc2c(C#N)c3ccccc3n2C)cc1	i	-4	25*	0	3	-9.9*	-12*	i	i	i	i
CCN1CCN(CCNC(=O)CCCCCn2c(=O)[nH]c3cc(C(=O)OC)ccc3c2=O)CC1	i	-5	i	2	1	i	i	i	i	i	i
Cc1cccc(CNC(=O)C2CCCN(c3nn4c(=O)cc(C)nc4s3)C2)c1 (stereo not given)	i	-10	i	-4	1	i	i	i	i	i	i
